RSV antiviral HEp-2 – RSV antiviral activity via CPE protection, HEp-2 cells, primary 10 µM value included (AID 2391); HEp-2 cells, RSV-induced CPE inhibition; higher % means a stronger effect; CPE inhibition, % at 10 µM, or IC50 in µM where a hit was titrated; 310,000 tested, 0.13% active; in the data active means a potency from the dose series; inconclusive means CPE inhibition mostly from about 23% at the one dose, without a potency; inactive means the rest, 99 in 100 with CPE inhibition below about 21%; further: strong numbers were not always called active
Myeloid diff MLP – induction of myeloid progenitor differentiation, primary screen, cell-based, flow cytometry, MLPCN library; ER-HoxA9 myeloid progenitors, lysozyme-GFP differentiation; calls only at 10 µM; 360,000 tested, 1% active; AID 624256, 2012;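 active means normalized GFP-positive differentiation at or above the plate's own cutoff, the solvent-only control mean plus 3 SD; inconclusive means no clear call, values can overlap the other calls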;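 further: cells exposed to compound for four days before flow analysis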
WT yeast gro inh – growth inhibition of WT strain, primary screen, mitochondrial fusion inhibitor project, WT and mutant strains, chemical genetic; mitochondrial fusion phenotypic screen; inhibition, % at 10 µM; 190,000 tested, 2.1% active; AID 1362, 2008; in the data active means inhibition above about 58%; tested in S. cerevisiae
Salmonella PhoP GFP – inhibitors of PhoP regulon expression, primary screen, Salmonella Typhimurium, GFP reporter (AID 1863) | S. Typhimurium PhoP-regulated promoter GFP reporter, 4 h; higher % means a stronger effect | inhibition, % at 50 µM, or IC50 in µM where a hit was titrated | 300,000 tested, 0.16% active;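 active means inhibition over 29.93%, a cutoff 3 SD above the screen mean, later confirmed by dose response; inconclusive means inhibition over 29.93% but no dose response follow-up; inactive means inhibition at most 29.93% or unconfirmed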;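 further: 0% = low Mg2+ inducing control and 100% = high Mg2+ repressing control; strong numbers were not always called active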
T cell HTS – modulators of CD8 T cell-vesicle binding, primary screen, mouse 2C CD8+ T cells, flow cytometry; 2C CD8+ T cell-vesicle binding; active compounds read low; calls only at 7 µM; 330,000 tested, 0.068% active; AID 2052, 2009;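 active means response, share of CD8 T cells binding vesicles, and their 90th percentile fluorescence all below set limits, cut at about 80% in these data, passing the limit was not always enough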
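Material: murine 2C transgenic CD8+ T lymphocytes / Also added: QL9-peptide-loaded Drosophila micro-vesicles bearing Ld, ICAM-1 and B7-1 / Schedule: binding step 1.5 h, 37 °C, antibody labelling 20 min, ice / Signal: flow cytometry, PE anti-B7-1 (FL2) versus Alexa647 anti-CD8 (FL8), PFA-fixed / Evaluation: percent CD8+ FL2 mean versus row control / Benchmarks: naked versus QL9-loaded vesicles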
Large T inhibition – SV40 large T antigen inhibitors, biochemical (AID 1903). SV40 large T antigen ATPase/helicase inhibition assay; higher % means a stronger effect. inhibition, % at 20 µM; hits with a dose series show IC50 in µM. 310,000 tested, 0.39% active; in the data active means a potency from the dose series; inconclusive means inhibition mostly from about 32% at the one dose, without a potency; inactive means the rest, 99 in 100 with inhibition below about 32%; further: strong numbers were not always called active
bCat nuc transl – modulators of beta-catenin nuclear translocation, primary screen, imaging, HeLa cells, immunofluorescence, high-content; 190,000 tested, 0.3% active; nuclear translocation activity, % at 5 µM;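 active means nuclear translocation activity above 50% at 5 µM, with a well cell count of 50 or more; inconclusive means wells under 50 cells across six images, flagged as toxic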;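 further: per-cell ratio of nuclear to cytoplasmic median beta-catenin stain intensity; plate controls were DMSO negative control for no effect and GSK-3 inhibitor IX positive control for full effect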
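test system = HeLa cells, endogenous beta-catenin | dosing = single 5 µM dose plus 0.02–20 µM confirmation series | times = compound treatment 24 h, 37°C, 5% CO2 | technique = beta-catenin immunofluorescence imaging with DAPI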
MgcRacGAP inhibition – MgcRacGAP GTPase-activating activity inhibitors, confirmation, biochemical, ADP Hunter fluorescence; Rac GTPase-activating protein 1 (Homo sapiens); MgcRacGAP-stimulated Rac1 GTP hydrolysis, ADP Hunter fluorescence; higher % means a stronger effect; GST-tagged Rac1 F28L mutant substrate; inhibition, % at 30 µM, or IC50 in µM where a hit was titrated; 340,000 tested, 0.6% active;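 active means first-screen hits whose inhibition reached a set limit at any dose in the follow-up dose series; inconclusive means inhibition above the set first-screen limit but never retested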;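 further: fluorescence reports GDP produced by GAP-driven GTP hydrolysis; strong numbers were not always called active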
West Nile antiviral – West Nile virus antiviral activity, cell-based, CPE readout (AID 1621); West Nile virus-infected cells, CPE inhibition; higher % means a stronger effect; one-dose CPE inhibition, % at 10 µM; IC50 in µM for titrated hits; 290,000 tested, 0.02% active; in the data active means a potency from the dose series; inconclusive means CPE inhibition mostly from about 3.7% at the one dose, without a potency; inactive means the rest, 99 in 100 with CPE inhibition below about 2.2%; further: strong numbers were not always called active
WT yeast gro inh mutant strain – recorded beside WT yeast gro inh, whose call it bears; inhibition, %; mitochondrial fusion phenotypic screen, mutant strain inhibition
bCat nuc transl cell count 5 µM – also measured in bCat nuc transl; calls as there; cell count; measured here: cell count, cytotoxicity flag
T cell HTS vesicle-bound % – second read-out of T cell HTS, no call of its own (marks repeat the call); double positive events, %; measured here: CD8+ vesicle-bound cell fraction;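 binding gate set so that unloaded-vesicle control wells show 10% double positive cells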
Myeloid diff MLP GFP+ MAC1+ % – second read-out of Myeloid diff MLP, no call of its own (marks repeat the call); GFP+ MAC1+ double positive, %; measured here: differentiation confirmed by MAC1 staining
* = called active by the depositor; i = inactive; u = inconclusive; x = not tested or not shown.

1	O=C(Nc1ccc2nc3n(c(=O)c2c1)CCCC3)c1cccnc1Cl
2	COc1ccc(-n2nnnc2S(=O)(=O)Cc2ccc(C(=O)O)cc2)cc1
3	Cc1ccc(S(=O)(=O)Nc2ccccc2C(O)c2ccccc2)cc1 (stereo unspecified)
4	CC(C)n1c(-c2ccc(C(C)(C)C)cc2)n[nH]c1=S
5	Cc1ccc(S(=O)Cc2ccc(C(=O)N3CCN(C(=O)c4ccco4)CC3)o2)cc1 (stereo unspecified)
6	CCN1C(=O)[C@H]2[C@@H](c3ccc(Cl)cc3)N3C(=O)CN(CC4CC4)C(=O)[C@@]3(Cc3ccccc3)[C@H]2C1=O
7	Cc1c(C(=O)N(C)CCC#N)oc2ccc(S(=O)(=O)N3CCOCC3)cc12
8	COc1cc(CCC(=O)Nc2nnc(C)s2)cc(OC)c1OC
9	C=CCOc1ccc(/C(CC)=N/O)c(OC)c1
10	Cc1ccc(NC(=O)CCC(=O)NNC(=O)C(c2ccccc2)c2ccccc2)c(C)c1
Assay by compound	1	2	3	4	5	6	7	8	9	10
RSV antiviral HEp-2	0.6%	0.4%	13%	x	1.3%	3.0%	1.1%	-1.4%	7.1%	1.3%
Myeloid diff MLP	i	i	i	i	i	i	i	i	i	i
Myeloid diff MLP GFP+ MAC1+ %	1.8	0.6	0.7	8.7	1.8	1.9	7.8	1.2	2.2	11
WT yeast gro inh	x	-4	x	10	x	x	x	x	11	-6
WT yeast gro inh mutant strain	x	13	x	-12	x	x	x	x	7	12
Salmonella PhoP GFP	x	-1%	-1%	0%	-14%	x	-3%	-3%	-3%	-7%
T cell HTS	i	i	i	i	i	i	i	i	i	i
T cell HTS vesicle-bound %	36	23	25	21	13	20	24	27	14	12
Large T inhibition	x	23%	7%	6%	11%	7%	11%	11%	26%	12%
bCat nuc transl	x	x	x	-1.3	x	x	x	x	1.6	-1.0
bCat nuc transl cell count 5 µM	x	x	x	1380	x	x	x	x	884	1126
MgcRacGAP inhibition	10%	18%	5%	-1%	7%	4%	9%	9%	7%	5%
West Nile antiviral	x	1.7%	-1.3%	-0.5%	-0.5%	-1.0%	0.2%	1.8%	0.2%	0.0%

Some of the entries above, set out differently:
Results follow in this order: RSV antiviral HEp-2	Myeloid diff MLP	Myeloid diff MLP GFP+ MAC1+ %	WT yeast gro inh	WT yeast gro inh mutant strain	Salmonella PhoP GFP	T cell HTS	T cell HTS vesicle-bound %	Large T inhibition	bCat nuc transl	bCat nuc transl cell count 5 µM	MgcRacGAP inhibition	West Nile antiviral
#8 COc1cc(CCC(=O)Nc2nnc(C)s2)cc(OC)c1OC
→ -1.4%	i	1.2	x	x	-3%	i	27	11%	x	x	9%	1.8%
#4 CC(C)n1c(-c2ccc(C(C)(C)C)cc2)n[nH]c1=S
→ x	i	8.7	10	-12	0%	i	21	6%	-1.3	1380	-1%	-0.5%

Remaining list, next part.
11	COc1cccc(N2CCN(S(=O)(=O)c3cccc4cccnc34)CC2)c1
12	CCOc1cccc2cc(C(=O)N3CC(C)OC(C)C3)c(=O)oc12 (stereo unspecified)
13	O=c1ccc(-c2ccccc2)nn1Cc1ccc(F)cc1Cl
14	C=CCNC(=S)N/N=C(\C)c1ccc(OC)cc1
15	O=c1oc(-c2ccccc2)nc2ccsc12
16	CCOC(=O)c1c(N)n[nH]c1-c1ccccc1
17	Cc1cc(SCC(=O)NCCC2=CCCCC2)nc2ccccc12
18	N#CC1=C(N)SC(N)=C(C#N)C1CCC1CCCCC1
19	O=C(Cn1nnc2ccccc2c1=O)Nc1ccc2c(c1)CCC2
20	Cc1cc(C)cc(N(CCC#N)C(=O)CSC2=Nc3ccccc3C3CC=NN23)c1 (stereo unspecified)
Assay by compound	11	12	13	14	15	16	17	18	19	20
RSV antiviral HEp-2	0.2%	2.0%	11%	7.5%	0.3%	0.6%	1.3%	13%	-0.2%	6.2%
Myeloid diff MLP	i	i	i	i	i	i	i	x	i	i
Myeloid diff MLP GFP+ MAC1+ %	0.4	0.6	0.9	0.2	0.1	3.8	0.9	x	7.1	0.5
WT yeast gro inh	-1	x	x	38	-3	-6	69*	34	x	36
WT yeast gro inh mutant strain	1	x	x	27	8	6	35*	32	x	30
Salmonella PhoP GFP	-10%	-1%	1%	8%	-25%	-1%	0%	-12%	-3%	3%
T cell HTS	i	i	i	i	i	i	i	i	i	i
T cell HTS vesicle-bound %	21	58	37	35	49	37	40	28	63	9
Large T inhibition	5%	7%	22%	16%	6%	-2%	8%	9%	1%	4%
bCat nuc transl	-1.5	x	x	-0.3	-3.4	x	-2.3	x	3.3	-1.5
bCat nuc transl cell count 5 µM	1085	x	x	951	1269	x	540	x	1134	1099
MgcRacGAP inhibition	13%	14%	-7%	15%	3%	0%	4%	x	0%	1%
West Nile antiviral	-0.7%	-0.4%	-0.8%	-1.2%	0.4%	-0.2%	-1.1%	-0.9%	-0.5%	-2.0%

21	COc1ccccc1NC(=O)COc1coc(CN2CCN(c3ccccc3)CC2)cc1=O
22	CCCCOc1ccc(N(CC(=O)NC2CCCCC2)C(=O)CCC(=O)Nc2ccccn2)cc1
23	O=C(COC(=O)Cc1ccc(S(=O)(=O)N2CCOCC2)s1)NCc1ccc(Cl)cc1
24	Cc1ccc(S(=O)(=O)N(CC(=O)NCCSCc2ccco2)c2cc(C)ccc2C)cc1
25	NC1=NC(=Nc2ccc(Cl)cc2)c2ccccc21
26	C/C(=N\OCC(=O)Nc1ccccc1C(C)(C)C)c1ccc2c(c1)OCCO2
27	COCCN(Cc1cc2ccc(C)c(C)c2nc1Cl)C(=O)N1CCOCC1
28	Cc1ccc(OCCCC(=O)N2CCOCC2)c(C)c1
29	COCC(C)NCc1cccc2ccccc12 (stereo unspecified)
30	CCCN(CC(=O)Nc1ccccc1OC)C(C)C(=O)NC(C)CCc1ccccc1 (stereo unspecified)
Assay by compound	21	22	23	24	25	26	27	28	29	30
RSV antiviral HEp-2	1.4%	1.3%	0.1%	11%	3.4%	5.7%	2.3%	0.9%	-0.6%	9.2%
Myeloid diff MLP	i	i	i	i	i	i	i	i	i	i
Myeloid diff MLP GFP+ MAC1+ %	0.6	0.7	1.1	1.4	0.3	0.4	0.5	0.6	0.3	0.7
WT yeast gro inh	x	x	-9	x	-3	14	11	-12	-1	x
WT yeast gro inh mutant strain	x	x	-10	x	-12	-11	5	-5	6	x
Salmonella PhoP GFP	4%	-1%	1%	x	37%	1%	8%	-2%	-7%	4%
T cell HTS	i	i	i	i	i	i	i	i	i	i
T cell HTS vesicle-bound %	16	26	4	37	20	45	9	28	20	40
Large T inhibition	13%	7%	4%	x	3%	12%	10%	4%	6%	4%
bCat nuc transl	x	x	-2.9	x	-0.6	-1.7	0.8	-1.1	2.7	x
bCat nuc transl cell count 5 µM	x	x	1174	x	984	1173	1484	959	1072	x
MgcRacGAP inhibition	-7%	9%	5%	7%	12%	5%	12%	-1%	27%	3%
West Nile antiviral	x	0.3%	-0.3%	-0.6%	-0.8%	-1.4%	-1.7%	-0.2%	-0.2%	-0.2%

31	CCCn1nnc(NC(=O)c2cccc(OCc3ccccc3)c2)n1
32	CNC(=O)CN(Cc1ccccc1)S(=O)(=O)c1ccccc1
33	COc1ccc2c(=O)c(-c3nc(C)cs3)coc2c1
34	CCc1nnc(NC(=O)CSc2nc3ccc(OC)cc3[nH]2)s1
35	O=C(CNC(=O)c1ccc(F)cc1)N/N=C/c1ccc(O)c([N+](=O)[O-])c1
36	O=C(Cn1nnc(-c2ccccc2)n1)NCc1ccccc1
37	COc1ccc(N(CC(=O)Nc2ccccc2F)S(=O)(=O)c2ccc(OC)c(OC)c2)cc1
38	COc1ccc(-c2cc(C(=O)NC3CCCC3)c3ccccc3n2)cc1OC
39	COc1ccc(NS(=O)(=O)c2csc(C(N)=O)c2)cc1
40	COc1cc(/C=C2\N=C(c3ccccc3)NNC2=O)cc(OC)c1OC
41	Fc1ccc2c(c1)Sc1ccc(Cl)cc1CC2N1CCN(CCC2OCCO2)CC1 (stereo unspecified)
42	Cc1ccc(CS(=O)(=O)Cc2ccc(C(=O)NCc3ccco3)o2)cc1
43	COc1cc2c(cc1OC)CN(C(=O)CCOc1ccccc1C)CC2
Assay by compound	31	32	33	34	35	36	37	38	39	40	41	42	43
RSV antiviral HEp-2	5.0%	-0.1%	1.5%	1.4%	0.8%	0.3%	2.9%	4.0%	-0.6%	0.8%	x	1.2%	1.9%
Myeloid diff MLP	i	i	i	i	i	i	i	i	i	u	i	i	i
Myeloid diff MLP GFP+ MAC1+ %	1.1	5.5	1.4	0.1	0.2	6.0	0.5	0.5	0.6	x	0.4	1.7	3.4
WT yeast gro inh	-11	-7	28	-8	-21	3	x	x	x	x	x	-26	x
WT yeast gro inh mutant strain	23	-5	40	-11	-14	-1	x	x	x	x	x	-8	x
Salmonella PhoP GFP	-1%	-2%	3%	3%	-2%	-1%	-3%	x	1%	-2%	x	4%	11%
T cell HTS	i	i	i	i	i	i	i	i	i	i	i	i	i
T cell HTS vesicle-bound %	10	62	48	61	34	6	4	18	49	24	22	8	8
Large T inhibition	17%	-1%	4%	0%	7%	4%	6%	15%	23%	12%	10%	18%	-7%
bCat nuc transl	-4.1	-6.5	0.7	0.1	4.2	-1.3	x	x	x	65*	x	0.2	x
bCat nuc transl cell count 5 µM	984	1252	980	1459	1134	1088	x	x	x	602*	x	1459	x
MgcRacGAP inhibition	-7%	4%	9%	13%	-9%	4%	-10%	5%	4%	11%	10%	10%	1%
West Nile antiviral	-0.1%	x	-0.2%	-0.3%	-0.2%	0.2%	-0.4%	x	-0.9%	-0.4%	x	-0.2%	0.2%

Ordered by the number under Large T inhibition (lowest first): 3 of the compounds above
item	Molecule	Large T inhibition
37	COc1ccc(N(CC(=O)Nc2ccccc2F)S(=O)(=O)c2ccc(OC)c(OC)c2)cc1	6%
27	COCCN(Cc1cc2ccc(C)c(C)c2nc1Cl)C(=O)N1CCOCC1	10%
39	COc1ccc(NS(=O)(=O)c2csc(C(N)=O)c2)cc1	23%
